Screening data deposited in PubChem by several laboratories.
HSP90 refold inh – HSP90 refolding inhibition in rabbit reticulocyte lysate; luciferase refolding luminescence, 3 h; inhibition, % at 5.6 µM; 290,000 tested, 0.91% active; AID 1789;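 active = inhibition above the screen-wide mean plus 3 SD, computed separately per campaign, cut at about 16% in these data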;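 note: 0% = DMSO wells and 100% = 60 µM geldanamycin wells; inhibitors lower the luminescence because luciferase stays unfolded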
aSyn UTR inh – 5' untranslated region of α-synuclein, MLPCN primary screen; alpha-synuclein 5'UTR reporter, inhibitor activity; 300,000 tested, 0.82% active; inhibition, % (tested at 7.5 µM); in the data active = inhibition above about 60%; inconclusive = no clear call, values can overlap the other calls;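 note: H4 neuroglioblastoma cells stably carrying SNCA 5'UTR luciferase fusion; 0% = DMSO wells and 100% = positive control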
AI-2 QS mod – modulators of Vibrio harveyi AI-2 quorum sensing system; 300,000 tested, 0.4% active; activity change, % at 7.5 µM; Vibrio harveyi JMH597 AI-2 luminescence/OD600 ratio, 9 h; hits give low values; strain lacks LuxN and CqsS sensors; 0 = neutral-control median; in the data active = activity change below about -75%, passing the limit was not always enough; inconclusive = no clear call, values can overlap the other calls;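 note: luminescence divided by OD600 gain over 9 h not by final OD600 alone; inactives centre near 13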
Platelet DG rel – platelet dense granule release activity; human platelet-rich plasma, SFLLRN dense granule ATP release, luminescence; inhibition, %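 (compounds screened at 7.5 µM in platelet-rich plasma)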; 300,000 tested, 0.22% active;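 active = mean replicate score, as percent of positive control, at or above 50; inconclusive = mean below 50 but at least one replicate at or above 50; inactive = mean and every replicate below 50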
KLF5 inhibitor – suppresses KLF5 promoter-driven expression. DLD-1 KLF5 promoter-luciferase reporter, luminescence. inhibition, % at 5 µM. 290,000 tested, 0.23% active;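 active = inhibition above a per-plate limit of that plate's mean compound inhibition plus 3 SD, cut at about 60% in these data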;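 note: 0% = DMSO wells and 100% = LY294002 at 200 µM; higher means less KLF5 promoter-driven luciferase light; inactives centre near -14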
HDAC3 inh – blocks human histone deacetylase 3; O15379; recombinant HDAC3, fluorogenic peptide/trypsin coupled, fluorescence; inhibition, % at 8.3 µM; 320,000 tested, 0.15% active; in the data active = inhibition above about 26%, passing the limit was not always enough; inconclusive = no clear call, values can overlap the other calls
Target sequence (O15379 whole entry, looked up): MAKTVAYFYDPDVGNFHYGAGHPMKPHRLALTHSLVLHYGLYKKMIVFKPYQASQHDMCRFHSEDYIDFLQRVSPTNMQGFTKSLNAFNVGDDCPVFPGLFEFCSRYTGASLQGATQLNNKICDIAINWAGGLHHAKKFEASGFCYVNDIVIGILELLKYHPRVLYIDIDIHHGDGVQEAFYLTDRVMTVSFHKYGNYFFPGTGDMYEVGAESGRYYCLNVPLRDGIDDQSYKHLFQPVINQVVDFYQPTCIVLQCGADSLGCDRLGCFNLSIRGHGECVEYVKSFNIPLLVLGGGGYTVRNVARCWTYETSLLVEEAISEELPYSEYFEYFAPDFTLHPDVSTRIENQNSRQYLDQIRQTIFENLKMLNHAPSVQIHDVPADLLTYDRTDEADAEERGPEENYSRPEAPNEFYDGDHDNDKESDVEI
HSF1 activator – increases HSF-1 driven luciferase reporter signal | NIH3T3-HGL HSF-1 luciferase reporter, MG132, 8 h; 100% = twice DMSO control signal | activation, % at 9 µM | 300,000 tested, 1.7% active | AID 504408;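 active = mean replicate activation of at least 50% with a set share of replicates each reaching 50%; inconclusive = only one of those two conditions met; inactive = mean below 50% and too few replicates reaching it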;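 note: 0% = median of the neutral control wells and 100% = twice that signal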
HIF act – HIF pathway transcriptional activation. U2OS HRE-luciferase reporter, luminescence; normalized: DMSO 0%, desferrioxamine 100%. activation, % at 7.5 µM (by protocol). 300,000 tested, 0.32% active. AID 1910;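 active = mean activation of at least 10% of the iron chelator positive control signal, with at least half of replicates also reaching 10%; inconclusive = mean and replicate majority disagree about reaching 10%; inactive = mean and most replicates under 10%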
IEC-6 cytotox – kills IEC-6 intestinal cells in KLF5 counter-screen; IEC-6 cytotoxicity, luminescence viability; 290,000 tested, 0.78% active; inhibition, % at 5 µM; in the data active = inhibition above about 22%;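 note: 0% = plate median of test compound wells and 100% = cytotoxic reference compound wells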
HSF1 inhib – HSF1 inhibition. NIH3T3-HGL HSE-luciferase, MG132-induced, luminescence 8 h; hits give low values. activity change, negative = inhibition, % at 7.5 µM (by protocol). 300,000 tested, 0.77% active;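 active = more than half of replicate wells show activity change below -50%, luminescence cut by over half; inconclusive = some wells, but at most half, below -50%; inactive = no replicate well below -50%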;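 note: luciferase reports HSF-1 transcriptional activity via heat shock element; 0% = median of DMSO wells and -100% = zero luminescence signal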
The depositor's hits bear a star; ? = inconclusive; nt = not tested or not shown.

The first 3 entries (preview)
SMILES	HSP90 refold inh	aSyn UTR inh	AI-2 QS mod	Platelet DG rel	KLF5 inhibitor	HDAC3 inh	HSF1 activator	HIF act	IEC-6 cytotox	HSF1 inhib
CC(=O)c1cccc(NC(=O)N2CCC(C(=O)c3ccc(F)cc3)CC2)c1	2	12	-13	-5	1	-1	7	-0.2	7	6
CC1Cc2ccccc2N1C(=O)C1CCN(S(=O)(=O)Cc2ccccc2)CC1 (centres undefined)	0	-11	15	3	-24	6	-5	-0.3	-9	3
Cc1ccc(NC(=O)NNc2cccc(Cl)n2)cc1	-11	21	10	-2	-27	-3	13	-16	-13	-6

This part in full, repeating the preview:
SMILES	HSP90 refold inh	aSyn UTR inh	AI-2 QS mod	Platelet DG rel	KLF5 inhibitor	HDAC3 inh	HSF1 activator	HIF act	IEC-6 cytotox	HSF1 inhib
CC(=O)c1cccc(NC(=O)N2CCC(C(=O)c3ccc(F)cc3)CC2)c1	2	12	-13	-5	1	-1	7	-0.2	7	6
CC1Cc2ccccc2N1C(=O)C1CCN(S(=O)(=O)Cc2ccccc2)CC1 (centres undefined)	0	-11	15	3	-24	6	-5	-0.3	-9	3
Cc1ccc(NC(=O)NNc2cccc(Cl)n2)cc1	-11	21	10	-2	-27	-3	13	-16	-13	-6
COc1ccc(C(=O)OCCCOC(=O)c2ccc(OC)cc2OC)c(OC)c1	-1	-10	29	-5	-20	10	-16	-0.4	3	-10
CCCCCn1c(=O)[nH]c2cc(C(=O)N3CCN(c4ccc(C(C)=O)cc4)CC3)ccc2c1=O	-2	-10	-19	-3	-6	0	12	-0.1	7	-5
Cc1cccnc1N1C(=O)c2ccc(C(=O)O)cc2C1=O	-4	-17	17	-2	-16	1	-13	0.7	-8	-5
Cn1c(=O)c2c3c(sc2n2cnnc12)CCC3	5	15	9	-1	-22	0	-4	-0.4	5	-1
Cn1c(CC(=O)Nc2cccc(Cl)c2Cl)nnc1SCC(=O)NC1=NCCS1	-2	8	-1	2	2	-2	-1	-0.2	-7	-1
CCCCCCCc1c(O)nc(SCCN(C)C)[nH]c1=O	4	-7	3	7	-19	10	0	0.0	0	0
Cc1ccccc1/[N+]([O-])=C/c1ccncc1	4	5	56	-1	-39	-3	-9	-32	1	-3
COc1cccc(N2CN(CCc3ccccc3)CNC2=S)c1	0	nt	3	nt	-12	-2	nt	nt	4	nt
Cc1ccc(C)c(C(=O)Nc2ccncc2)c1	1	18	13	4	-29	-6	-8	-3.9	-10	-2
CC(=O)Nc1ccc(NC(=O)CN(C)S(=O)(=O)c2ccc3c(c2)CCC(=O)N3)cc1	-3	-4	-1	9	0	1	30	-0.2	-9	2
CCOC(=O)/C(=N\Nc1ccccc1Cl)N1CCN(C)CC1	3	5	21	0	-6	8	-8	-0.2	-2	-9
Cc1sc(NC(=O)c2ccccc2)c(C(c2ccccn2)N2CCN(CCO)CC2)c1C (centres undefined)	3	-49	20	31	-12	-7	-30	-0.1	-5	-8
Cc1ccc2nc(-c3ccc(SCC(=O)Nc4nc(C)cs4)nc3)[nH]c2c1	2	-247	9	1	-42	-5	?	0.3	2	46
CCC(C)Nc1nc2c(c(=O)[nH]c(=O)n2C)n1CCOc1ccccc1 (centres undefined)	3	22	7	1	-1	nt	-3	-1.3	1	-2
CCCC(=O)N(Cc1cc(=O)[nH]c2ccccc12)c1cccc(C)c1	-2	28	5	-5	-27	2	-12	0.2	-4	4
C/C(=N\N=C(/N)SC1CC(=O)N(c2ccccc2)C1=O)c1cccs1 (centres undefined)	-2	2	-24	-3	-16	6	42	-0.5	-3	4
Cn1c(=N)n(CC(O)c2ccccc2)c2ccccc21 (centres undefined)	2	-20	40	0	-24	3	-72	0.6	5	-65*
O=C(N/N=C/c1c[nH]c2ccccc12)C1CC1c1ccccc1 (centres undefined)	1	-27	-16	18	-10	9	-5	-4.9	-3	-1
CCOC(=O)c1ccccc1NC(=O)COC(=O)CCCOc1ccccc1	nt	9	15	-5	nt	1	-9	-0.4	nt	-9
O=C(Cc1cccs1)N(Cc1ccco1)C1(C(=O)NC2CCCC2)CCCCC1	-2	-11	0	-3	-22	-1	-13	0.0	-3	-3
COc1cccc(C(C(=O)NC2CCCCC2)N(C(=O)c2csnn2)C2CC2)c1 (centres undefined)	-1	-6	14	4	-15	1	-2	-0.2	-12	-2
COc1cc(S(=O)(=O)n2nc(C)cc2C)c(OC)cc1Cl	7	21	4	8	-26	0	10	-0.1	-7	11
N#Cc1c(Sc2ncc(C(F)(F)F)cc2Cl)nsc1C/C=N\OCc1ccccc1Br	-1	9	29	-19	-22	-1	13	-0.2	-2	8
Cc1cc(NC(=O)CN2CCN(C/C=C/c3ccccc3)CC2)c([N+](=O)[O-])cc1C	0	6	6	8	6	-1	-3	-0.4	2	-2
CCOc1ccc(Nc2nc(Cl)nc(NCCO)n2)cc1	0	-15	16	-11	-17	-2	-10	0.2	2	-5
Cc1ccc(NC(=O)CCc2nnc3ccc(N4CCN(C)CC4)nn23)cc1F	-4	-22	-4	-5	-4	-5	6	-0.2	5	1
O=C(CSc1nnc(CN2CCCCC2)n1-c1ccccc1)c1ccc2c(c1)OCO2	4	-3	9	4	-5	-6	13	-0.7	-6	12

Quoted from the results shown, four compounds:
SMILES	HSP90 refold inh	aSyn UTR inh	AI-2 QS mod	Platelet DG rel	KLF5 inhibitor	HDAC3 inh	HSF1 activator	HIF act	IEC-6 cytotox	HSF1 inhib
O=C(N/N=C/c1c[nH]c2ccccc12)C1CC1c1ccccc1 (centres undefined)	1	-27	-16	18	-10	9	-5	-4.9	-3	-1
CCOC(=O)c1ccccc1NC(=O)COC(=O)CCCOc1ccccc1	nt	9	15	-5	nt	1	-9	-0.4	nt	-9
O=C(Cc1cccs1)N(Cc1ccco1)C1(C(=O)NC2CCCC2)CCCCC1	-2	-11	0	-3	-22	-1	-13	0.0	-3	-3
COc1cccc(C(C(=O)NC2CCCCC2)N(C(=O)c2csnn2)C2CC2)c1 (centres undefined)	-1	-6	14	4	-15	1	-2	-0.2	-12	-2

More compounds follow.
SMILES	HSP90 refold inh	aSyn UTR inh	AI-2 QS mod	Platelet DG rel	KLF5 inhibitor	HDAC3 inh	HSF1 activator	HIF act	IEC-6 cytotox	HSF1 inhib
CCN(CC(=O)Nc1ccc2c(c1)OCCO2)C(=O)C1CCCCC1	-1	-6	2	7	-17	1	-10	0.5	3	-8
O=S(=O)(c1ccccc1)N1CCN(c2ncccn2)CC1	4	21	25	3	-15	3	0	0.1	-3	-4
CCc1ccccc1NCC(=O)Nc1ccc(Cl)c(C(F)(F)F)c1	9	-6	33	-21	-19	10	58*	0.7	-4	26
CNc1cnn(-c2ccc(C)cc2)c(=O)c1Sc1ccc(C)cc1	-3	0	51	2	-15	9	3	-0.9	-1	-10
COc1cc(NC(=O)c2c3c(nc4ccccc24)CCC3)cc(OC)c1	-1	18	32	-4	-30	10	-7	0.1	-4	-2
C/C(=N/NC(=O)c1ccn(C)n1)c1ccncc1	2	-14	14	5	-128	-6	25	0.4	-3	4
Cc1cc(C(c2nnnn2Cc2ccccc2)N2CCOCC2)c(C)n1-c1ccc2c(c1)OCO2 (centres undefined)	-1	-315	4	-4	-13	4	25	nt	-2	23
COc1ccc(CC(=O)NCC2CCCN(Cc3ccc(F)c(OC)c3)C2)cc1 (centres undefined)	-2	6	9	-2	-4	2	2	0.7	-5	0
O=C(CN1C(=O)CSc2ccc(S(=O)(=O)N3CCOCC3)cc21)NCc1ccc(F)cc1	-4	29	27	-10	-10	5	4	0.1	-9	-6
CN1C(=O)S/C(=C/c2cccnc2)C1=O	-2	-2	13	0	-12	9	-3	1.1	-5	1
O=C(CCCNS(=O)(=O)c1ccc(Br)cc1)N1CC[C@@]2(O)CCCC[C@H]2C1	3	-4	20	-14	-23	-3	9	-0.2	-1	8
Nc1cc(-c2nc3ncccc3o2)ccc1Cl	1	-273	20	-1	-90	-10	0	nt	4	-1
COc1ccc(CCNC(=O)CC(C)(C)CC2=NS(=O)(=O)c3ccccc3N2)cc1OC	-1	20	20	-1	-11	-4	-2	0.4	-2	-3
CSc1ccccc1NC(=O)c1cnccn1	-1	-26	-5	11	-4	2	0	0.4	-8	-8
COCCNC(=O)[C@H]1C[C@@H]1[C@H](NP(=O)(c1ccccc1)c1ccccc1)c1ccccc1	-4	nt	nt	nt	-15	11	nt	nt	0	nt
CC(NC(=O)c1ccc2c(c1)OCO2)C(c1cccs1)N1CCN(c2ccccc2)CC1 (centres undefined)	0	-7	6	2	-16	-1	27	-0.1	-5	6
Cn1cnc(S(=O)(=O)Nc2ccc(OC(F)F)cc2)c1	4	-32	58	-9	-5	-1	3	0.4	-1	-2
CC(=O)c1ccc(NC(=S)NC(=O)c2c(Cl)c(C)nn2C)cc1	-2	-19	0	3	-16	1	11	0.4	5	-6
COC(=O)C1C/C(=N\NS(=O)(=O)c2ccc(C)cc2)c2sccc2C1 (centres undefined)	0	19	15	2	-15	-1	19	-0.3	-6	-9
CCc1ccc(OCCNC(=O)c2cccs2)cc1	5	-27	-79*	2	-17	-2	20	-7.5	3	7

6 compounds from above, reduced to HDAC3 inh and HSP90 refold inh:
mol,HDAC3 inh,HSP90 refold inh
CSc1ccccc1NC(=O)c1cnccn1,2,-1
COCCNC(=O)[C@H]1C[C@@H]1[C@H](NP(=O)(c1ccccc1)c1ccccc1)c1ccccc1,11,-4
CC(NC(=O)c1ccc2c(c1)OCO2)C(c1cccs1)N1CCN(c2ccccc2)CC1 (centres undefined),-1,0
Cn1cnc(S(=O)(=O)Nc2ccc(OC(F)F)cc2)c1,-1,4
CC(=O)c1ccc(NC(=S)NC(=O)c2c(Cl)c(C)nn2C)cc1,1,-2
COC(=O)C1C/C(=N\NS(=O)(=O)c2ccc(C)cc2)c2sccc2C1 (centres undefined),-1,0

New compounds follow:
SMILES	HSP90 refold inh	aSyn UTR inh	AI-2 QS mod	Platelet DG rel	KLF5 inhibitor	HDAC3 inh	HSF1 activator	HIF act	IEC-6 cytotox	HSF1 inhib
Brc1ccc(OCc2nnnn2-c2ccccc2)cc1	0	32	42	2	-16	1	3	-0.5	-6	6
COC(=O)CNc1nc(-c2ccccc2F)nc2ccccc12	3	9	10	1	13	2	-7	0.3	-1	0
NC(=O)C1CCN(CC(=O)Nc2ccccc2Sc2ccc(Cl)cc2)CC1	2	5	7	-7	-19	-3	26	0.4	0	12
CCc1ccc(NC(=O)CS(=O)CC(=O)NC(C)CCc2ccco2)cc1 (centres undefined)	3	29	15	2	6	5	16	-0.7	1	6
O=C(CCCCn1c(=S)[nH]c2ccsc2c1=O)NCc1ccco1	6	11	41	-1	-19	7	19	0.0	1	9
Cc1cc(C(=O)COC(=O)c2cccn2C)c(C)n1Cc1ccco1	40*	77*	26	2	-106	7	-34	-2.1	5	-18
COc1ccc(CCn2c(C)cc(C(=O)COC(=O)c3ccc(NC(=O)CC#N)cc3)c2C)cc1	5	0	32	1	-15	4	-8	2.3	-7	-3
O=C(NC(=S)Nc1ccc2c(c1)C(=O)c1ccccc1C2=O)c1ccc(F)cc1	4	-141	10	-1	-63	2	-7	0.2	0	2
O=C(O)C1CC=CCC1C(=O)NC1CCCCC1 (centres undefined)	-2	-7	6	-3	-2	-5	-13	-0.3	-5	-6
